# FUS suppressor: suppressors of FUS proteinopathy in yeast; S. cerevisiae FUS-expressing, growth rescue, OD600, 24 h; 390,000 compounds, 0.24% hits; Potency, µM (series often up to 76.6 µM), for the others: top-dose growth rescue (activation), most hits filed as activators;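 note: potency is the fitted concentration of half-maximal effect; plate controls were DMSO vehicle for no effect and reference control for full effect; nearly all actives have a fitted effect of over 55% in size; some results filed as inactive show a strong effect at the top dose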
#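 Absorbance at 600 nm, taken 24hr after compound addition, measured rescue of FUS-yeast growth at 30C. Induction used 2% galactose with seeding at OD 0.005. Controls: CP55940 from 92uM final, DMSO only.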
# EPAC2 antag: blocks human EPAC2 exchange factor | AID 720708 | Potency, µM (titrated, usually from 114 µM), inactives show at the top dose activity, negative = inhibition, actives largely listed as inhibitors | EPAC2 GEF exchange of Rap1B-BODIPY-GDP, fluorescence | 360,000 compounds, 0.18% hits | Q8WZA2; note: potency is the fitted concentration of half-maximal effect; % is set by controls: 0 for no effect and ±100 for the full control effect; nearly all actives have a fitted effect of over 45% in size; many of its hits are not listed in these tables
# Target sequence (Q8WZA2 whole entry, looked up): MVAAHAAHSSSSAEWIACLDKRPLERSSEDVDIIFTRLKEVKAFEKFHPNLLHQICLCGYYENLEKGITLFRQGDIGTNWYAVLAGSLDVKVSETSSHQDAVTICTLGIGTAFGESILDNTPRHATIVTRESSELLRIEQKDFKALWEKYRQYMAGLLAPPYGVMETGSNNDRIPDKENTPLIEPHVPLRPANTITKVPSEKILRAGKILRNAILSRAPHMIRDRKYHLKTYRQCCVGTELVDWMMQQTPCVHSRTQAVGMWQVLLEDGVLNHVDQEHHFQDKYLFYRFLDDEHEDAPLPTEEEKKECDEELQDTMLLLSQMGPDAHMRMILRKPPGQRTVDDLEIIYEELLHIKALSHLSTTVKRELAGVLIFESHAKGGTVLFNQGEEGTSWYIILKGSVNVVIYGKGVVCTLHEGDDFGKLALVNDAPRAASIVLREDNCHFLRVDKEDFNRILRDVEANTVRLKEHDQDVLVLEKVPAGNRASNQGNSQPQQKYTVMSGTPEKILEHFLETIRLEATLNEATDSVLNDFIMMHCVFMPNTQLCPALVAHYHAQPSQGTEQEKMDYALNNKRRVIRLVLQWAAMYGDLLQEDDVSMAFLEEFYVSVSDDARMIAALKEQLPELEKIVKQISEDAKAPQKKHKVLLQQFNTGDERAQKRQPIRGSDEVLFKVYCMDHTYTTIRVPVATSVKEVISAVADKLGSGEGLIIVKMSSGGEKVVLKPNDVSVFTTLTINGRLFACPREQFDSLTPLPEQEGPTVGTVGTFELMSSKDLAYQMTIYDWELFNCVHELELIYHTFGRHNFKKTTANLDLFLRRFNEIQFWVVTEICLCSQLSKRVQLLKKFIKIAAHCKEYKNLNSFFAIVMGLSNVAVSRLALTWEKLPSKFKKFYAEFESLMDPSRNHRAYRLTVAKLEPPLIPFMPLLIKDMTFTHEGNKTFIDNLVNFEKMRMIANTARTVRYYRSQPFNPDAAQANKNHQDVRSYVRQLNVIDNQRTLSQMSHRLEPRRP
# Abeta yeast res: A-beta toxicity reversal in yeast; yeast expressing A-beta42, growth rescue, OD600, 48 h; response scale: 0% DMSO, 100% iron-clioquinol control; Potency, µM (titrated, usually from 46.1 µM), for inactives: at the highest dose growth rescue, hits mostly activators; 410,000 compounds, 0.063% hits; AID 1347071; note: potency is the fitted concentration of half-maximal effect; nearly all actives have a fitted effect of over 55% in size
#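 Yeast growth medium received pinned compounds, then yeast cells expressing toxic A-beta were added; plates incubated at 30 C for 48 hr. Growth read as absorbance at 600 nm, normalized to DMSO and equimolar FeCl3 plus clioquinol controls.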
# aSyn rescue: rescues yeast growth from alpha-synuclein toxicity | Yeast expressing alpha-synuclein, growth rescue, BacTiter-Glo, 24 h | 370,000 compounds, 0.14% hits | AID 652106 | Potency, µM (titrated, usually from 46.1 µM), inactives show at the top dose growth rescue (activation), hits mostly activators; note: potency is the fitted concentration of half-maximal effect; % of control where 0% means no effect; nearly all actives have a fitted effect of over 65% in size
#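 Rescue of yeast growth: cells expressing toxic alpha-synuclein, induced in galactose at OD600 0.02, incubated with compound 24 h at 30 C. ATP luminescence quantified growth; inhibitors of toxicity appear as activators.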
# DRD3 antagonist: antagonists of human D3 dopamine receptor | D3R cells, DiscoveRx beta-arrestin luminescence, antagonist mode; active compounds read low | P35462 | AID 652054 | 360,000 compounds, 2.5% hits | max response, negative = inhibition, %; in the data active = max response below about -50%; inconclusive = no clear call, values can overlap the other calls; note: % is set by controls: 0 for no effect and ±100 for the full control effect; mostly tested at two doses, the higher about 12 µM
#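 Cells plated overnight at 1500 cells/well, then exposed to library compounds with dopamine controls for 90 minutes at 37 degrees C. DiscoveRx reagent added for 30–60 minutes at room temperature; luminescence read, quantitative HTS format.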
# TDP43 rescue: inhibitors of TDP-43 toxicity in yeast; TDP-43 expressing yeast growth rescue, BacTiter-Glo, 24 h; Potency, µM (doses to about 46.1 µM), without a hit: at the highest dose growth rescue (activation), hits mostly activators; 410,000 compounds, 1.8% hits; AID 652104; note: potency is the fitted concentration of half-maximal effect; % of control where 0% means no effect; nearly all actives have a fitted effect of over 50% in size
#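 Readout is BacTiter-Glo luminescence of cell growth, so inhibitors register as activators. TDP-43-expressing yeast at OD600=0.02 in galactose medium, after raffinose pregrowth to mid-log, were incubated with compound for 24 hr at 30 deg C.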
# DRD3 agonist: agonists of human D3 dopamine receptor; P35462; D3R DiscoveRx beta-arrestin cells, luminescence, 90 min; max activation, %; 410,000 compounds, 0.58% hits; in the data active = max activation above about 30%; note: 0% is about no effect; mostly tested at two doses, the higher about 12 µM
#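 Agonist-mode cell screen: cells plated at 1500/well and incubated overnight at 37 °C, then exposed to library compounds for 90 min at 37 °C. Detection reagent was added for 30–60 min at room temperature, and luminescence was read.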
# EPAC2 ag: agonists of human EPAC2 (RAPGEF4); EPAC2 activation, biochemical qHTS; response scale: 100% = 6.5 mM cAMP response; Potency, µM (series often up to 154 µM), without a hit: top-dose activation, actives largely listed as activators; 360,000 compounds, 0.079% hits; AID 720711; note: potency is the fitted concentration of half-maximal effect; nearly all actives have a fitted effect of over 50% in size
#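 Setup: EPAC2 100 nM, labeled Rap1B complex 250 nM, free GDP 50 uM. Compound titrations pinned in, brief spin, 5 min room temperature incubation. Kinetic fluorescence read over 30 min, normalized to 6.5 mM cAMP.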
# Active calls of the source: *; ? = inconclusive; / = not tested or not shown; & = joins results of further samples; [ ] = dose if it differs, or a comment. Unless noted, calls come from the whole dose curve; as a rule, active = well fitted curve in the direction sought with a large enough effect; inconclusive = small, poorly fitted or top-dose-only effect, or another doubt; inactive = no such curve, though single readings can be large; an effect the other way counts as inactive or inconclusive. These rows are one share of the data; count on the stated rates, not on these rows.
SMILES,FUS suppressor,EPAC2 antag,Abeta yeast res,aSyn rescue,DRD3 antagonist,TDP43 rescue,DRD3 agonist,EPAC2 ag
O=C(O)CCCNC(=O)CC1S/C(=N/N=C/c2ccccc2O)NC1=O (stereo not given),-13%,7%,11%,-2%,10,14%,9,13%
Cc1ccc(Cl)c(OC(=O)C2CSC3(C)CCC(=O)N23)c1 (stereo not given),-2%,7%,21%,-1%,-11,?,0,-5%
CSCCC(NC(=O)c1ccccc1Cl)C(=O)N1CCCC(C)C1 (stereo not given),7%,-2%,-7%,-1%,4,-11%,-1,8%
O=C1C2=C(Nc3ccccc3SC2c2c(F)cccc2Cl)c2ccccc21 (stereo not given),-27%,/,-8%,/,/,3%,0,/
CCOC(=O)c1c(NC(=O)c2cc(=O)c3c(C)cc(C)cc3o2)sc(C)c1C,-3%,/,5%,/,/,25%,2,/
NC(=O)N/N=C/c1c(Sc2nnnn2-c2ccccc2)nc2ccccn2c1=O,-18%,15%,5%,0%,-25,7%,-11,-3%
C=CCn1cc(F)c(=O)n(CC=C)c1=O,2%,7%,-13%,-5%,11,-8%,-1,4%
CCCN(CCC(=O)Nc1cc(OC)cc(OC)c1)CC1CC1,-4%,4%,1%,1%,22,16%,-4,0%
CCCOc1ccc(CNC(=S)NCc2ccc(OC(C)C)cc2)cc1,/,5%,?,1%,2,6%,-9,-5%
COc1cccc2cc(-c3nnc(SCC(=O)NCCc4ccccc4)n3C)oc12,-15%,9%,0%,-9%,-13,-4%,2,-3%
Cc1cc(C)c(S(=O)(=O)Nc2nnc(C(C)C)s2)c(C)c1,16%,-2%,12%,9%,6,?,9,-4%
C[C@H](CO)N1C[C@H](C)[C@@H](CN(C)C(=O)NC2CCCCC2)Oc2ccc(NC(=O)NC3CCCCC3)cc2C1=O,?,-8%,2%,1%,3,3%,7,-1%
Cc1c(Cl)cnc(NC(=O)COC(=O)c2cccc(S(=O)(=O)N3CCc4ccccc4C3)c2)c1Cl,11%,3%,14%,12%,2,-7%,1,11%
COc1ccc(-c2nnc(SCC(=O)Nc3sc4c(c3C#N)CCC4)n2CC2CCCO2)cc1 (stereo not given),18%,-1%,12%,11%,0,-2%,-4,11%
COc1cccc(NC(=O)CSc2nc3ccccc3c3nc4ccccc4n23)c1,10%,-6%,0%,-9%,10,19%,8,-11%
CCOC(=O)C1=C(COC(=O)/C=C/c2ccc(OC)cc2)NC(=O)NC1C (stereo not given),5%,-27%,-12%,1%,12,-10%,-9,0%
Cc1cc(C)c(NC(=O)Cn2c(=O)c3cccn3c3ccccc32)c(C)c1,-7%&1%,12%,5%&6%,8%,3,17%&1%,7&7,-7%
Cn1nc(C(C)(C)C)cc1N1C(=O)CCC1(C)C(=O)NC1CCCCC1 (stereo not given),-3%,-3%,-14%,-10%,-16,11%,-8,-2%
COc1cccc(C(=O)NCC(c2ccc(N(C)C)cc2)N2CCc3ccccc32)c1 (stereo not given),1%,/,-18%,/,/,-5%,-4,/
O=C1NC(NS(=O)(=O)c2ccccc2)(C(F)(F)F)C(=O)N1CCc1ccccc1 (stereo not given),-3%&10%,6%,5%&-18%,0%,3,-8%&-19%,16&-8,1%

# Structures listed so far with two or more sulfur atoms (two):
SMILES,FUS suppressor,EPAC2 antag,Abeta yeast res,aSyn rescue,DRD3 antagonist,TDP43 rescue,DRD3 agonist,EPAC2 ag
Cc1cc(C)c(S(=O)(=O)Nc2nnc(C(C)C)s2)c(C)c1,16%,-2%,12%,9%,6,?,9,-4%
COc1ccc(-c2nnc(SCC(=O)Nc3sc4c(c3C#N)CCC4)n2CC2CCCO2)cc1 (stereo not given),18%,-1%,12%,11%,0,-2%,-4,11%

# The results go on.
SMILES,FUS suppressor,EPAC2 antag,Abeta yeast res,aSyn rescue,DRD3 antagonist,TDP43 rescue,DRD3 agonist,EPAC2 ag
CC(C)N(C(=O)COc1ccc(Br)cc1Cl)C(C)C,/,-8%,-4%,10%,-7,7%,2,3%
Brc1ccc2[nH]c3nc(SCCN4CCOCC4)nnc3c2c1,1%&2%,-4%&16%,30%&-15%,-2%&-16%,-3&-22,-4%&-19%,-5&-15,8%&2%
Cc1cc2[nH]cnc2c([N+](=O)[O-])c1C,12%,11%,-15%,0%,14,-12%,1,-4%
C=COC(=O)CSc1nc(-c2cccs2)ccc1C#N,12%,11%,-1%,-1%,14,-23%,16,10%
Cn1c(NCCCN2CCOCC2)nc2c1c(=O)n(Cc1ccc(Cl)cc1Cl)c(=O)n2C,9%,1%,-15%,12%,-11,5%,0,7%
O=C(CSc1nnc2ccccn12)NCc1ccc2c(c1)OCO2,-20%,17%[57.1 µM],-5%,3%,36,7%,2,5%
CC(=O)Nc1ccc(S(=O)(=O)NCc2cccn2Cc2cccc(C)c2)cc1,29%,/,-2%,/,/,16%,-2,/
Cc1cccn2c(=O)nc(SCC(=O)NCCc3ccccc3)nc12,7%,-4%,6%,-5%,0,12%,-1,11%
C=CCN(Cc1nc(-c2ccc(OC)c(OC)c2)oc1C)C1CCS(=O)(=O)C1 (stereo not given),0%,-4%,-15%,3%,10,0%,4,5%
COc1ccc(OC)c(NC(=O)Nc2cc(C(=O)O)ccc2C)c1,-3%,-8%,17%,-3%,-6,-2%,-3,6%
CCCn1nc(C(=O)OCC(=O)Nc2ccc(C(N)=O)cc2)c2ccccc2c1=O,8%,15%,-18%,1%,49,11%,18,1%
NS(=O)(=O)c1ccc(CCNC(=O)COC(=O)CN2C(=O)C3CCCCC3C2=O)cc1 (stereo not given),8%,-4%,-10%,0%,-9,1%,3,-1%
CC1(C(=O)Nc2ccccc2F)CCN1C(=O)Cc1ccc(-c2ccccc2)cc1 (stereo not given),?,-9%,6%,3%,43,28%,2,15%
c1csc(-c2nnc3ccccn23)c1,19%,12%,-3%,-2%,17,0%,0,-3%
O=C(CCCN1C(=O)c2ccccc2C1=O)Nc1sc2c(c1C(=O)NCc1ccco1)CCC2,?,-3%,-8%,10%,22,-5%,13,3%
COc1ccccc1N1CCN(C(=O)CCCNC(=O)Cn2cnc3sc(C)c(C)c3c2=O)CC1,8%,16%,-7%,-2%,-11,-12%,-11,6%
CCOc1ccc(CCNC(=O)c2ccc3c(c2)N(Cc2ccccc2F)C(=O)c2ccccc2S3=O)cc1OCC (stereo not given),?,/,8%,/,/,9%,-7,/
COc1ccc(-c2nc3cc(C)ccn3c2NC2CCCCC2)cc1SC1CCCCC1,?,-6%&-19%,-55%[inhibitor],-55%[inhibitor],-2,-91%&22%[inhibitor],18,13%
CCc1ccc(C2CC(=O)c3c([nH]c(C(=O)OCc4ccc(C)cc4)c3C)C2)cc1 (stereo not given),-3%,/,-7%,/,/,14%,-23,/
Cc1ccc(-c2csc3ncnc(Nc4ccc(C(=O)O)cc4)c23)cc1,16%&-20%,?,10%&-15%,1%&10%,9,5%&-9%,18&1,?
O=C(CCNC(=O)c1ccco1)Nc1ccc(OC(F)F)cc1,-7%,0%,4%,1%,2,6%,6,-1%
CC(C)c1nc2sc3c(=O)[nH]cnc3c2c2c1CCCC2,7%,-2%,-2%,-7%,27,5%,5,4%
Cc1ccc2oc3nc(C)c(C(=O)O)cc3c(=O)c2c1,24%,8%,-13%,-26%,-8,-6%,3,4%
COc1ccc(C)cc1S(=O)(=O)Nc1ccc2c(c1)OCCO2,-2%,-17%,10%,2%,8,16%,10,3%
CCOc1ccc(NC(=O)C2CCCN(c3ccc(Sc4ccc(C)cc4)nn3)C2)cc1 (stereo not given),-21%,/,3%,/,/,12%,10,/
CCOC(=O)C1=NN(C(=O)Nc2cccc(C(F)(F)F)c2)C2C(=O)N(c3cccc(C(F)(F)F)c3)C(=O)C12 (stereo not given),?,-1%,-32%[inhibitor],7%,?,-25%,-9,-8%
Cc1cc(C(=O)N/N=C/c2ccc(-c3cccc(Cl)c3Cl)o2)n[nH]1,-10%,-3%,-4%,-3%,?,1%,-6,0%
O=C(/C=C/c1ccco1)NC(=S)Nc1ccccc1N1CCCC1,?,-3%,?,0%,-28,22µM*,-11,22%
COc1cccc(C(CC(=O)NCCN2CCOCC2)NS(=O)(=O)c2ccc(C)cc2)c1OC (stereo not given),/,2%,9%,1%,-26,1%,2,-1%
O=C(CS(=O)(=O)c1c[nH]c2ccccc12)NC1CCCCC1,7%,-7%,2%,2%,7,22%,-2,2%
Cc1ccc(OCCNC(=O)c2cccc(Oc3ccc(C(F)(F)F)cc3[N+](=O)[O-])c2)cc1,-16%,-7%,-2%,-10%,1,18%,0,-18%
CCC(=O)Nc1nnc(SCC(=O)NCC2CCCO2)s1 (stereo not given),?,-2%,8%,0%,-30,-15%,-8,9%
Cc1cc(NC(=O)COC(=O)c2cccc(S(=O)(=O)N(C)C3CCCCC3)c2)no1,19%,-8%,5%,4%,-3,?,12,7%
O=c1[nH]nc(Br)c(=O)n1C(c1ccccc1)c1ccccc1,/,-8%,9%,6%,-20,16%,1,16%
Clc1ccc(C[n+]2cc(-c3ccc(Cl)cc3)n3c2CCC3)cc1,-10%,4%,-12%,11%,-13,-2%,-33,3%
O=C(CN1CCC(NC(=O)Nc2ccc(F)cc2)CC1)Nc1ccccc1[N+](=O)[O-],?,4%,-3%,-12%,0,-8%,4,10%
Cc1c(CCNC(=O)c2ccc(C(C)(C)C)cc2)sc2nc(-c3ccc(F)cc3)nn12,-26%,/,19%,/,/,13%,8,/
COC(=O)Cc1[nH]nc2c1C1(C(=O)N(Cc3ccccc3)c3ccccc31)C(C#N)=C(N)O2 (stereo not given),28%,-2%,15%,2%,9,18%,1,-8%
C/C=C(\C)CN1CCC(n2nccc2NC(=O)c2ccc(OC)cc2)CC1,-10%,2%,1%,-5%,1,-6%,-4,0%
CC(C)c1ccc(NC(=O)C(=O)c2cn(CC(=O)N3CCCCC3)c3ccccc23)cc1,/,-4%,8%,6%,0,?,1,0%
Cc1cc(C)cc(NC(=O)C2CCN(C(=O)c3cccs3)CC2)c1,11%,-11%,12%,0%,-11,5%,-10,2%
COc1ccc(NC(=O)c2ccc3nc(CCc4ccccc4)oc3c2)cc1,14%,/,7%,/,/,4%,-5,/
CC(C)(C)NC(=O)NC(=O)COC(=O)c1cc[n+]([O-])cc1,3%,-6%,-1%,1%,12,-12%[0.397 µM],12,-2%

# High-throughput results deposited in PubChem BioAssay by National Center for Advancing Translational Sciences (NCATS).
